Compound activity (PubChem BioAssay)
Tau filament bind: tau filament binding; recombinant tau filaments, thioflavin S fluorescence, 15 h; filaments grown with octadecylsulfate alongside compound; Potency, µM (highest dose often 57.1 µM), for inactives: at the highest dose activity change, negative = inhibition; 2% of 71,000 active; AID 596;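 further: potency means the concentration at half of the fitted maximal effect; on the % scale 0 is the no-effect control and ±100 the full control effect; actives lower thioflavin S fluorescence by blocking filaments or displacing dye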
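His-tagged recombinant human tau (exons 2, 3, 10; 1 uM final) fibrillized with 30 uM sodium octadecylsulfate, 15 h at 37 C, in pH 7.4 HEPES buffer with 10 uM thioflavine S and 5 mM DTT. Reduced ThS fluorescence (450/510 nm) marks activity.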
HBB splicing: modulators of hemoglobin beta chain splicing; 0.06% of 65,000 active; Potency, µM (top dose mostly 46.1 µM), for inactives: at the highest dose activation, hits mostly activators; HBB splicing reporter cell assay, activation; EGFP reporter with mutant IVS2-654 intron; response scale: normalised to 500 nM splice-correcting PNA; AID 925; further: potency means the concentration at half of the fitted maximal effect; 0% is about no effect
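Compounds were applied for 2 days to HeLa EGFP-654 cells, 500/well in Optimem with 2% FCS. The reporter's EGFP is disrupted by mis-splicing of beta-globin intron IVS2-654. Readout: summed well GFP fluorescence from 488 nm laser scanning; reference was 500 nM antisense […] 654 PNA.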
HADH2 inhib: HADH2 (human) dehydrogenase inhibition; Q99714; recombinant HADH2, NADH fluorescence, beta-hydroxybutyryl-CoA; Potency, µM (doses to about 57.1 µM), for inactives: at the top dose activity change, negative = inhibition, hits mostly inhibitors; 3.4% of 73,000 active; AID 886; further: potency means the concentration at half of the fitted maximal effect; on the % scale 0 is the no-effect control and ±100 the full control effect; nearly all actives have a fitted effect of over 60% in size; many of its hits are not listed in these tables
Target sequence (Q99714 whole entry, looked up, one chain of several): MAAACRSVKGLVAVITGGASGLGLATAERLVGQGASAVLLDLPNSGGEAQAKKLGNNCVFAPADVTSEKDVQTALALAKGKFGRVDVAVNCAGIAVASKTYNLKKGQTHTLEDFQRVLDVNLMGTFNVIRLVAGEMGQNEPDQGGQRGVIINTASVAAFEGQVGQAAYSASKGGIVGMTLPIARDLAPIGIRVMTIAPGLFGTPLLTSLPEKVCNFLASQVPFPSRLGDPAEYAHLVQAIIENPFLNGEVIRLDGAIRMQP
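His-tagged recombinant enzyme from E. coli, 20 nM, preincubated 15 min RT with compound; reaction started with 1 mM NAD+ and 90 uM beta-hydroxybutyryl-CoA in 100 mM Tris-HCl pH 9.0. NADH fluorescence (ex 360/em 450) read over 4 min; last-minus-first difference.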
FLuc inh: firefly luciferase inhibition | P08659 | purified firefly luciferase, luminescence, 8 min | Potency, µM (highest dose often 57.1 µM), for inactives: at the top dose activity change, negative = inhibition, hits mostly inhibitors | 2.2% of 72,000 active | AID 411; further: potency means the concentration at half of the fitted maximal effect; on the % scale 0 is the no-effect control and ±100 the full control effect; nearly all actives have a fitted effect of over 40% in size
Target sequence (P08659 whole entry, looked up): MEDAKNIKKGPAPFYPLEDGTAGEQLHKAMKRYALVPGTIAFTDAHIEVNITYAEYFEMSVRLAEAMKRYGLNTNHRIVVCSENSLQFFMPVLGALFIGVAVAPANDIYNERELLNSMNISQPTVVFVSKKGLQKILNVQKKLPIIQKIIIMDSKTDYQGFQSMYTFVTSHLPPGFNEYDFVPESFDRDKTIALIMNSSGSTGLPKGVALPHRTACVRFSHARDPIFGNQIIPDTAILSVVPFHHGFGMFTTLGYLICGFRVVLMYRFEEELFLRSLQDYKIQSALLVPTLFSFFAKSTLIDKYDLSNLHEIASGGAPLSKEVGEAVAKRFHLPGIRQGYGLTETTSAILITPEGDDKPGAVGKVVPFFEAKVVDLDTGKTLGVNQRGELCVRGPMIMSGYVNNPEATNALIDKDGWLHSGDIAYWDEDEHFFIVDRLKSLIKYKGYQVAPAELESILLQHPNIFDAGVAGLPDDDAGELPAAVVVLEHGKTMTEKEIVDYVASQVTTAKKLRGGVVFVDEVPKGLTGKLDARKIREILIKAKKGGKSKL
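Compounds were tested as concentration series (qHTS) against purified P. pyralis luciferase with luciferin and 10 uM ATP in 50 mM imidazole pH 7.2, 50 mM KCl, 7 mM MgCl2, 0.01% Tween 20, 0.05% BSA. Luminescence was read after 8 min at ambient temperature.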
ALOX15 inhib: 15-hLO (ALOX15) enzyme inhibition; P16050; purified 15hLO-1, xylenol orange hydroperoxide absorbance; Potency, µM (top dose mostly 57.1 µM), for the others: at the top dose activity change, negative = inhibition, actives largely listed as inhibitors; 1.4% of 74,000 active; further: potency means the concentration at half of the fitted maximal effect; on the % scale 0 is the no-effect control and ±100 the full control effect; nearly all actives have a fitted effect of over 55% in size
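Hydroperoxide formed from arachidonic acid (50 uM) by purified human 15hLO-1 (40 nM) oxidizes ferrous iron, and the ferric-xylenol orange complex is read at 573 versus 405 nm. Compounds were preincubated 15 min; reaction ran 6 min at room temperature.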
CRE Fsk mod: alters forskolin-stimulated CRE reporter signaling in CHO cells. CHO CRE-bla reporter (cAMP response element driving beta-lactamase), forskolin EC10, beta-lactamase ratio. Potency, µM (top dose mostly 38.2 µM), for the others: top-dose activity change, negative = inhibition, hits mostly activators. 2.5% of 71,000 active; active means well fitted activation curve with a large enough effect in the signal ratio, with a control signal flat, not every such curve was filed as active; inconclusive means small, poorly fitted or top-dose-only effect, or effect the other way, or a change in a side signal; the % refers to the signal ratio; further: potency means the concentration at half of the fitted maximal effect; % of control where 0% means no effect
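qHTS titration format; CRE-bla CHO reporter; stimulus EC10 NKH 477, a water-soluble forskolin. Read: CCF4 460/530 nm ratio. Potency expressed as AC50 for activators or inhibitors.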
ERK AVP block: vasopressin-driven ERK pathway inhibition; HEK293-V1b, vasopressin-stimulated pERK AlphaScreen; Potency, µM (highest dose often 57.5 µM), without a hit: at the highest dose activity, negative = inhibition, actives largely listed as inhibitors; 0.99% of 72,000 active; further: potency means the concentration at half of the fitted maximal effect; on the % scale 0 is the no-effect control and ±100 the full control effect; nearly all actives have a fitted effect of over 55% in size
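HEK293 cells stably expressing V1b receptor, seeded overnight in 1% FBS, were treated with compounds for 30 min at 37C, then stimulated 5 min with 25 nM vasopressin; phospho-ERK read by AlphaScreen SureFire after lysis.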
UbGFP stabilizer: ubiquitin-GFP accumulation via proteasome inhibition; Potency, µM (titrated, usually from 45.9 µM), for inactives: at the highest dose activation (GFP accumulation), actives largely listed as activators; 67,000 tested, under 10 active; AID 526; Ubiquitin-GFP reporter cells, proteasome inhibition, GFP fluorescence; response scale: untreated = 0%, 10 µM MG-132 = 100%; active means well fitted activation curve with a large enough effect, not every such curve was filed as active; inconclusive means small, poorly fitted or top-dose-only effect, or another doubt; inactive means no such curve, though single readings can be large or run the other way; further: potency means the concentration at half of the fitted maximal effect
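GFP accumulation read-out: laser plate cytometry counting ubiquitin(G76V)-GFP-expressing U2OS cells after 4 hr compound exposure at 37 °C. Titrations spanned 46 uM to 2.9 nM; 0% = basal, 100% = 10 uM MG-132; concentration-response curves fitted.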
Pol III holo inh: blocks replication by bacterial DNA polymerase III holoenzyme; reconstituted DNA polymerase III holoenzyme replication, biochemical; Potency, µM (titrated, usually from 57.1 µM), for inactives: top-dose activity change, negative = inhibition; 0.25% of 71,000 active; AID 603; further: potency means the concentration at half of the fitted maximal effect; on the % scale 0 is the no-effect control and ±100 the full control effect
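Reconstituted *E. coli* holoenzyme (0.35 nM Pol III, 1 nM beta, 154 nM SSB, 2 nM primase) was preincubated with compound for 15 min at RT. Synthesis on 1.4 nM ssM13Gori ran 35 min, then was stopped with PicoGreen/EDTA and read as dsDNA fluorescence.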
Epigenetic mod: epigenetic modulators derepressing GFP locus in mouse cells. mouse C127i GFP locus derepression, cytometry, 30 h. Potency, µM (doses to about 46.1 µM), inactives show top-dose GFP derepression (activation). 0.09% of 68,000 active. AID 597; further: % of control where 0% means no effect
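Locus derepression in mouse mammary C127i cells whose integrated CMV-GFP reporter is normally silent; GFP expression after 30 h compound treatment was quantified by counting fluorescent cells.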
Hsp90 Hop PPI: changes Hsp90-Hop TPR2A binding signal, up or down | Potency, µM (titrated, usually from 57 µM), inactives show top-dose activity change, negative = inhibition | 0.44% of 71,000 active | AID 595 | AlphaScreen TPR2A-His6 binding biotin-Hsp90 C-terminal peptide; active means well fitted curve in either direction with a large enough effect; inconclusive means small, poorly fitted or top-dose-only effect, or another doubt; further: potency means the concentration at half of the fitted maximal effect; on the % scale 0 is the no-effect control and ±100 the full control effect; many of its hits are not listed in these tables
* = called active by the depositor; ? = inconclusive; . = not tested or not shown; [ ] = remark or other dose. Unless noted, the call rests on the fitted dose curve; in most records, active means well fitted curve in the direction sought with a large enough effect; inconclusive means small, poorly fitted or top-dose-only effect, or another doubt; inactive means no such curve, though single readings can be large; an effect the other way counts as inactive or inconclusive. A portion of the library (hit frequency here may not be typical).

SMILES	Tau filament bind	HBB splicing	HADH2 inhib	FLuc inh	ALOX15 inhib	CRE Fsk mod	ERK AVP block	UbGFP stabilizer	Pol III holo inh	Epigenetic mod	Hsp90 Hop PPI
CC(NC(=O)c1ccco1)C(c1cccs1)N1CCN(c2ccc(F)cc2)CC1 (centres undefined)	-8%	0.1%	0%	2%	?	2%	?	13%	7%	2%	-11%
O=C(C1CCCO1)N1CCN(S(=O)(=O)c2ccccc2)CC1 (centres undefined)	1%	0.1%	13%	2%	0%	1%	17%	-2%	-13%	0%	?
O=c1nc(-c2ccccc2)c2cc(Cl)ccc2[nH]1	-22%	.	12%	0%	-8%	-2%	-15%	0%	0%	3%	-1%
Cn1c(CCNC(=O)C(C)(C)C)nc2ccccc21	-18%	-1.6%	5%	1%	1%	-3%	12%	10%	-1%	1%	2%
COc1ccc(OC)c(NC(=O)CSc2nnnn2-c2ccccc2F)c1	24%	-0.7%	3%	-1%	-4%	14%	8%	1%	3%	-1%	-2%
COc1ccc(C(c2nnnn2C(C)(C)C)N2CCN(c3nc4ccccc4s3)CC2)cc1 (centres undefined)	49%	.	14%	1%	-4%	11%	-6%	2%	-5%	1%	-22%
Cc1c(N=C/C=C/c2ccccc2)cnn1C	-27%	-0.8%[57.5 µM]	-5%	16µM*	6%	15%	-6%	6%	-6%	4%	-7%
COc1cc(S(=O)(=O)NCc2ccccc2)ccc1F	-12%	1.8%	10%	1%	3%	?	-12%	-1%	-3%	9%	-2%
O=C(CNC(=O)Cn1ccc2ccccc2c1=O)NCCCN1CCCCCC1	11%	2.1%	-2%	0%	-9%	8%	-11%	23%	-3%	0%	-4%
CC(=O)OCC1OC(c2ccccc2)C(OC(C)=O)C(OC(C)=O)C1OC(C)=O (centres undefined)	13%	-2.6%	3%	0%	7%	23%	-31%	-3%	-5%	2%	-4%
O=C1c2ccccc2C(Nc2ccc(F)cc2F)N1CCN1CCOCC1 (centres undefined)	2%	-1.0%	-9%	2%	-2%	-5%	3%	6%	-1%	9%	-2%
CCOC(=O)c1ccc(COC(=O)CNC(=O)CNC(=O)c2ccc(OC)cc2)o1	66%	0.2%	7%	0%	7%	3%	-16%	-3%	-1%	0%	-3%
O=C(Nc1cccc2ccccc12)N1CCN(c2ccc(F)cc2)CC1	112%	-0.9%	?	-2%	9%	5%	-10%	-3%	-4%	0%	1%
CN(C)CCNC(CC(=O)Nc1ccc(Cl)c(Cl)c1)C(=O)O (centres undefined)	-1%	-0.2%	2%	-1%	17%	-2%	-9%	-4%	-1%	2%	-11%
CC(=O)c1c(C)cc(C)c(CSc2nc(C)cc(=O)[nH]2)c1C	5%[11.4 µM]	-2.1%[0.0738 µM]	-6%[11.4 µM]	1%	-7%[11.4 µM]	?	22%	-11%[9.17 µM]	1%[11.4 µM]	-2%	5%[11 µM]
O[C@H](C[C@@H]1CCCCN1)c1ccc2c(c1)oc1ccccc12	14%[11.4 µM]	2.4%[9.22 µM]	20%[11.4 µM]	1%[11.4 µM]	8%[11.4 µM]	22%[7.6 µM]	-9%[11.5 µM]	-2%[9.17 µM]	-10%[11.4 µM]	1.3µM*	-8%[11 µM]
COC(=O)N1CCC2(CCCN(C(=O)Nc3cccc(C#N)c3)C2)CC1	2%	3.8%	10%	1%[11.4 µM]	-2%	3%	4%	-4%	-4%	-10%[9.22 µM]	-3%
CN(c1ccc(C(=O)NCCSCc2ccco2)cc1)S(C)(=O)=O	5%	-1.0%	3%	-1%	-6%	-5%	-9%	-2%	-4%	-2%	-12%
O=S(=O)(Nc1nc2ccccc2s1)c1ccc(Br)s1	-9%	-0.5%	-20%	3%	-12%	-16%	?	-3%	4%	0%	-3%
COc1ccc(NC(=O)CSc2nnc(-c3ccccc3C)n2N)cc1	3%	0.1%[1.84 µM]	?	5%	1%	?	9%	3%	-1%	0%	0%
CC1(C(=O)NC2CCCC2)CCC(=O)N1Cc1cccs1 (centres undefined)	6%	-1.8%	4%	1%	7%	15%	4%	-11%	6%	1%	-13%
O=C(Nc1ccc(NC(=O)C2CC2)nc1)c1ccncc1	9%	.	-12%	3%	8%	6%	-13%	-3%	3%	-3%	-2%
Cc1cnc(CNc2cc(-c3cccnc3)ncn2)cn1	-6%	-0.3%	13%	-2%[2.29 µM]	2%	?	-15%	1%	1%	5%[9.22 µM]	2%
COc1cc2c(cc1OC)C(C(=O)NCc1ccco1)C(c1cccs1)N(C)C2=O (centres undefined)	-7%	-1.3%	7%	-1%	6%	24%	-9%	6%	0%	-1%	-3%
COc1cc(N2C(=O)NC3CC2(C)Oc2ccc(Br)cc23)cc(OC)c1OC (centres undefined)	0%	-0.5%	6%	2%	5%	-4%	-4%	0%	-4%	-5%	-6%
CCN(CC)C(=O)Cn1nnc(-c2ccc(C)o2)n1	2%	-6.5%	-22%	-6%	10%	0%	1%	1%	-6%	-1%	-2%
CCOC(=O)N1CCN(c2nc(-c3ccc(F)cc3)cs2)CC1	-6%	-0.7%	-4%	?	-29%	-11%	?	-6%	7%	-3%	5%
Cc1ccc(/C(O)=C2\C(=O)C(=O)N(c3cc(C)on3)C2c2cccc(Br)c2)cc1 (centres undefined)	-14%	2.0%[57.5 µM]	0%	1%	78%[activator]	21%	-5%	-2%	2%	0%	0%
COC(=O)[C@@]1(Cc2ccc(F)cc2)[C@H]2c3cc(C(=O)N4CCCC4)n(CCc4c[nH]c5cc(F)ccc45)c3C[C@H]2CN1C(=O)c1ccccc1	64%	9.7%	-1%	.	.	-15%	-3%	.	-6%	.	-15%
COc1cc(OC)c2c(C)c(Cl)c(=O)oc2c1	24%	-0.6%	108%[activator]	2%	5%	?	18%	-3%	8%	-2%	?
CCc1cc(-c2n[nH]c(C)c2-c2nc3ccccc3n2C)c(O)c(CN2CCN(C)CC2)c1O	-7%	-4.2%	-3%	4%	11%	?	-13%	1%	-3%	-2%	-7%
COc1ccccc1Oc1c(C)oc2c(CN3CCN(C)CC3)c(O)ccc2c1=O	1%	2.8%[0.369 µM]	?	2%	7%	5%	-15%	-4%	-1%	0%	-2%
COC(=O)c1ccc(CSc2nc3c(cnn3-c3ccc(C)c(C)c3)c(=O)[nH]2)o1	-13%	-0.8%	-15%	1%	0%	?	5%	3%	-5%	-1%	-3%
O=S(=O)(c1cccc(-c2cn3cccnc3n2)c1)N1CCCCCC1	-5%	2.6%[1.84 µM]	?	0%	-8%	7%	-5%	-4%	-3%	0%	-6%
COc1ccc2[nH]cc(CCNc3ncncc3-c3ccccc3CN(C)C)c2c1	-1%	1.5%	16%	-7%[2.29 µM]	3%	-4%	-6%	-3%	7%	3%[9.22 µM]	-1%
COc1ccc(-c2coc3c(CN4CCCCC4)c(O)c(CN4CCCCC4)c(O)c3c2=O)cc1	36%	1.5%[57.5 µM]	10%	-1%	-29%	3%	-7%	-3%	-4%	4%	-28%
COc1ccc(OCCC(=O)Nc2cc(C)on2)cc1	-7%	0.7%	10%	-1%	6%	1%	1%	0%	-3%	0%	-6%
CC(C)N(Cc1nc(-c2ccccc2)no1)C(=O)CSc1ccccc1	-18%	-1.2%	-11%	2%	-6%	-11%	-30%	-2%	-1%	-3%	13%
Cc1cc2nc(C)c(Cc3ccccc3)c(=O)n2[nH]1	2%	0.1%	-22%	-1%	17%	-8%	-11%	3%	-3%	0%	-6%
COC(=O)c1ccccc1NC(=O)CC(NCc1ccccc1)C(=O)O (centres undefined)	0%	-0.3%	6%	2%	7%	-6%	-6%	3%	-1%	0%	1%

Complete entries as entered above. Order of values: Tau filament bind, HBB splicing, HADH2 inhib, FLuc inh, ALOX15 inhib, CRE Fsk mod, ERK AVP block, UbGFP stabilizer, Pol III holo inh, Epigenetic mod, Hsp90 Hop PPI
CCOC(=O)c1ccc(COC(=O)CNC(=O)CNC(=O)c2ccc(OC)cc2)o1 is listed as 66%, 0.2%, 7%, 0%, 7%, 3%, -16%, -3%, -1%, 0%, -3%
COc1cc(S(=O)(=O)NCc2ccccc2)ccc1F is listed as -12%, 1.8%, 10%, 1%, 3%, ?, -12%, -1%, -3%, 9%, -2%
